Screens (PubChem)
GPR7 antagonist = blocks human GPR7 receptor signaling | GPR7-expressing cells, fluorescence antagonist assay | AID 1861 | P48145 | 290,000 compounds, 1.1% hits | inhibition, % at 4.4 µM; in the data active means inhibition above about 16%, passing the limit was not always enough;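 further: cells stimulated with the agonist NPW; 0% = agonist with vehicle and 100% = vehicle without agonist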
Target sequence (P48145 whole entry, looked up): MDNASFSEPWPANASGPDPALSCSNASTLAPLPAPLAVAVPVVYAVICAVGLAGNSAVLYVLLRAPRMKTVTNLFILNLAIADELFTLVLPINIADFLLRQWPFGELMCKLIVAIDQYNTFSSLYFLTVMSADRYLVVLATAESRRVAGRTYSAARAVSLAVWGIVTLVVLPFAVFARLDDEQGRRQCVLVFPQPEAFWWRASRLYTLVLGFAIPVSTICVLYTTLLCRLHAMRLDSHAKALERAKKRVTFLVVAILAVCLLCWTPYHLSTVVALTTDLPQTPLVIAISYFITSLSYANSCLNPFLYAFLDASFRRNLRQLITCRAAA
IDE cell inh = inhibitors of human insulin-degrading enzyme in cells. inhibition, % at 5.59 µM. HEK cells, FAbetaB cleavage, fluorescence polarization. AID 434962. 320,000 compounds, 0.41% hits;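 active means percent inhibition above the average of all tested compounds plus 3 SD, set per screening campaign, cut at about 16% in these data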;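 further: IDE supplied by intact live HEK cells; FP after avidin binding of uncleaved biotin substrate so inhibition keeps polarization high; 0% = DMSO wells and 100% = 60 µM reference IDE inhibitor Ii1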
IDE cell activ = activators of human insulin-degrading enzyme in cells; P14735; HEK cells, FAbeta-B cleavage, fluorescence polarization; 0% vehicle, 100% cell-free pure enzyme wells; activation, % at 5.96 µM; 340,000 compounds, 0.073% hits; AID 493087;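 active means activation above the mean of all tested compounds plus 3 SD, set per screening campaign, cut at about 17% in these data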
VIM-2 inhibitor = blocks Pseudomonas aeruginosa VIM-2 metallo-beta-lactamase; 290,000 compounds, 0.89% hits; inhibition, % at 5.6 µM; purified VIM-2, nitrocefin hydrolysis, epi-absorbance fluorescence;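 active means inhibition above the mean of all tested compounds plus 3 SD, cutoff set per screening run, cut at about 7.5% in these data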;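 further: red hydrolysis product quenches plate fluorescence so inhibitors raise well fluorescence; 0% = enzyme with DMSO and 100% = DMSO without enzyme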
M18AAP inhibitor = blocks P. falciparum M18 aspartyl aminopeptidase | inhibition, % at 7.35 µM | 290,000 compounds, 1.2% hits | recombinant PfM18AAP, H-Glu-NHMec fluorogenic cleavage;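 active means inhibition above the campaign mean inhibition over all tested compounds plus 3 SD, cut at about 28% in these data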;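 further: 0% = plate median of test compound wells and 100% = 2 mM ZnCl2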
IMP-1 inh = inhibitors of Pseudomonas aeruginosa IMP-1 metallo-beta-lactamase | 290,000 compounds, 0.45% hits | inhibition, % at 5.6 µM | purified IMP-1, nitrocefin hydrolysis, epi-absorbance fluorescence | AID 1556;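 active means inhibition above the mean plus 3 SD of all compounds in the same screening run, cut at about 4.5% in these data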;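 further: 0% = IMP-1 with DMSO and 100% = DMSO wells lacking enzyme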
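System: Purified recombinant IMP-1 metallo-beta-lactamase enzyme | Measured by: Fluorescence quenching readout, ex 480/em 530 nm | Replication: Singlicate | Incubation: 15 min preincubation plus 25 min reaction at 25 °C | Evaluation: Percent inhibition from optical density relative to buffer-blank wells | Benchmarks: DMSO with and without IMP-1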
NALP1 yeast inh = blocks the NALP1 inflammasome reconstituted in yeast. S. cerevisiae NALP1/ASC/caspase-1 growth, X-gal OD620, 72 h. inhibition, % at 10 µM. 280,000 compounds, 0.61% hits. AID 2071; in the data active means inhibition mostly above about 24%, no sharp cut-off; inactive means mostly below about 32%; further: some compounds called inactive have numbers as strong as hits
PHOSPHO1 inh = inhibitors of human PHOSPHO1 phosphatase | Q8TCT1 | recombinant PHOSPHO1, absorbance phosphatase assay | inhibition, % at 13.3 µM | 290,000 compounds, 1.1% hits | AID 1565; in the data active means inhibition above about 60%
Target sequence (Q8TCT1 whole entry, looked up): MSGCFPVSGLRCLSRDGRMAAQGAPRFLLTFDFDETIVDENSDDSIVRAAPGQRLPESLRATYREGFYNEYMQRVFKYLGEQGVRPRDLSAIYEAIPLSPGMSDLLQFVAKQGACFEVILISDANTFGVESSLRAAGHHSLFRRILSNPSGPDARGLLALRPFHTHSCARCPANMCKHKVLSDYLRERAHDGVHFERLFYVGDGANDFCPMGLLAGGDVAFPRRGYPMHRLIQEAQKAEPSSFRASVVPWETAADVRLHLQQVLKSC
p-CIP stab down = p/CIP protein destabilization; Q05BA5; F442A p/CIP-EGFP cells, EGFP fluorescence, 16 h; decrease of EGFP signal, % at 10 µM; 290,000 compounds, 0.01% hits; AID 1984;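 active means EGFP signal decrease of at least 30% at 10 µM or well 3 SD below plate mean, unless failing retest; inactive means the rest, including hits failing retest or dose response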; further: some compounds called inactive have numbers as strong as hits; many of its hits are not listed in these tables
The depositor's hits bear a star; . = no result given.

SMILES | GPR7 antagonist | IDE cell inh | IDE cell activ | VIM-2 inhibitor | M18AAP inhibitor | IMP-1 inh | NALP1 yeast inh | PHOSPHO1 inh | p-CIP stab down
CC1(C)CC1C(=O)Nc1ccc([N+](=O)[O-])cc1Br (stereo unspecified) | -13 | 7 | 4 | -5.4 | -2 | -3.1 | 27 | 1 | -3
O=C(Nc1ccccc1N1CCOCC1)c1cnccn1 | -8 | 0 | -2 | 0.2 | -8 | -2.2 | -1 | 30 | -3
O=C(O)c1ccc(S(=O)(=O)c2ccc3c(c2)C(=O)N(NC(=O)c2cccnc2)C3=O)cc1 | -5 | 0 | 6 | -6.9 | -16 | -1.5 | 26 | 8 | -5
O=C(C1CC1)N1CCN(S(=O)(=O)c2ccc3c(c2)OCCO3)CC1 | 1 | 4 | -3 | -0.8 | 4 | -2.6 | 21 | 4 | 2
CCOC(=O)[C@@H]1[C@H]2COc3ccccc3[C@H]2N2C(=O)N(c3ccccc3)C(=O)[C@]12C | 1 | 5 | -4 | -2.4 | -2 | -2.5 | -10 | -2 | -13
O=C(Nc1ccc(-c2csnn2)cc1)C1CC1 | 0 | 1 | 2 | -0.9 | 3 | -2.5 | 31 | 25 | -8
O=C(CN(C(=O)CCC(=O)Nc1nccs1)c1ccc(F)cc1)NCc1ccco1 | -11 | 4 | 4 | -3.7 | 1 | -0.9 | -6 | 1 | 0
CC(=O)Nc1ccc(OCC(=O)NC(C)c2ccc(F)cc2)cc1 (stereo unspecified) | -10 | 1 | -3 | -2.0 | -8 | -3.3 | 8 | 17 | -36
COc1ccc(C2(C)CC(=O)NC2=O)cc1 (stereo unspecified) | -12 | 3 | 2 | -3.3 | 0 | -4.4 | 15 | 38 | -2
Cc1ccnc(NC(=O)Cn2cc([N+](=O)[O-])cn2)c1 | -22 | -4 | 0 | -1.7 | -5 | -1.8 | 18 | 20 | -2
CC1CN=C(N(Cc2ccccc2)C(=O)Nc2ccccc2)S1 (stereo unspecified) | 0 | 3 | 0 | -0.2 | -8 | -1.8 | -6 | -6 | 2
COc1cc(C(=S)N2CCOCC2)ccc1OS(=O)(=O)c1ccc(NC(C)=O)cc1 | 5 | 5 | 6 | 0.5 | -7 | -1.5 | 20 | 6 | 2
O=C(O)c1cccc(N=NN2CCCCCC2)c1 | -5 | 2 | 2 | -0.1 | 3 | -0.3 | 17 | 13 | 2
COc1ccc(/C=C2/C(=O)OCc3cc(OC)c(OC)cc32)c(OC)c1 | -6 | -6 | -1 | 0.4 | 6 | -1.1 | 15 | -3 | 18
O=C(COC(=O)CNS(=O)(=O)c1ccc2ccccc2c1)Nc1ccc2c(c1)OCO2 | 14 | 0 | 6 | -0.9 | -1 | -0.9 | 0 | 12 | -2
O=C(Nc1ccc(NC(=O)c2cccc([N+](=O)[O-])c2)cc1)c1cccc([N+](=O)[O-])c1 | -10 | -3 | 4 | -2.4 | -15 | -4.1 | 12 | 18 | 2
Cc1cccc(-c2noc(CCCC(=O)Nc3cccnc3)n2)c1 | 5 | -9 | -5 | -1.4 | -4 | -2.0 | 17 | -30 | 7
C=C(C)CSC1=C(C#N)C(c2ccccc2)CC(=O)N1 (stereo unspecified) | -5 | 0 | -2 | -1.4 | -2 | -4.6 | . | . | .
COC(=O)c1cc(NC(=O)CC2C(=O)NCCN2C(=O)c2ccc(F)cc2)cc(C(=O)OC)c1 (stereo unspecified) | -13 | 5 | 1 | -2.1 | 12 | -2.4 | 23 | 3 | -8
C/C(N)=C(/C#N)C(=O)CSc1ncnc2ccccc12 | -12 | 2 | 3 | -3.5 | 9 | -3.3 | -23 | 14 | -7
S=C(NCc1ccc(Cl)cc1Cl)NC1CCCCC1 | -8 | -3 | 1 | -4.2 | 1 | -2.4 | 39 | -7 | 2
CC(NC(=S)Nc1ccccc1)C1COc2ccccc2O1 (stereo unspecified) | 2 | -3 | -2 | -2.3 | 0 | -1.3 | 26 | -4 | 0
C/C(=N\NC(=O)COc1ccc(C(C)(C)C)cc1)c1ccc(N2CCOCC2)cc1 | -4 | -5 | 1 | -1.0 | 2 | -6.5 | 8 | -32 | -15
COC(=O)c1cccc(Oc2cccc(C(F)(F)F)c2)n1 | -12 | 0 | 3 | -2.8 | 1 | -2.7 | 0 | 32 | 6
COc1cccc(CN2CCN(Cc3ccon3)CC2CCO)c1 (stereo unspecified) | -14 | 3 | -3 | -2.2 | 2 | -1.9 | 1 | 28 | 8

6 structures from above, ordered by length of the SMILES, largest number first:
SMILES | GPR7 antagonist | IDE cell inh | IDE cell activ | VIM-2 inhibitor | M18AAP inhibitor | IMP-1 inh | NALP1 yeast inh | PHOSPHO1 inh | p-CIP stab down
C/C(=N\NC(=O)COc1ccc(C(C)(C)C)cc1)c1ccc(N2CCOCC2)cc1 | -4 | -5 | 1 | -1.0 | 2 | -6.5 | 8 | -32 | -15
COc1ccc(/C=C2/C(=O)OCc3cc(OC)c(OC)cc32)c(OC)c1 | -6 | -6 | -1 | 0.4 | 6 | -1.1 | 15 | -3 | 18
Cc1ccnc(NC(=O)Cn2cc([N+](=O)[O-])cn2)c1 | -22 | -4 | 0 | -1.7 | -5 | -1.8 | 18 | 20 | -2
C/C(N)=C(/C#N)C(=O)CSc1ncnc2ccccc12 | -12 | 2 | 3 | -3.5 | 9 | -3.3 | -23 | 14 | -7
COc1cccc(CN2CCN(Cc3ccon3)CC2CCO)c1 (stereo unspecified) | -14 | 3 | -3 | -2.2 | 2 | -1.9 | 1 | 28 | 8
CC(NC(=S)Nc1ccccc1)C1COc2ccccc2O1 (stereo unspecified) | 2 | -3 | -2 | -2.3 | 0 | -1.3 | 26 | -4 | 0

Next compounds:
SMILES | GPR7 antagonist | IDE cell inh | IDE cell activ | VIM-2 inhibitor | M18AAP inhibitor | IMP-1 inh | NALP1 yeast inh | PHOSPHO1 inh | p-CIP stab down
COc1ccccc1N1CCN(C(=O)C2CCCN(c3ncnc4c3nc3n4CCCCC3)C2)CC1 (stereo unspecified) | 8 | 7 | 0 | -1.3 | 10 | -1.0 | -29 | 29 | -10
O=C(O)c1ccc(O)c(O)c1 | -1 | 2 | 1 | -1.6 | 79* | -1.8 | 16 | 8 | -4
O=C(C1CCCCN1S(=O)(=O)c1ccccc1)N1CCN(C(c2ccccc2)c2ccccc2)CC1 (stereo unspecified) | -25 | 1 | 5 | 0.1 | -4 | -0.9 | -2 | 14 | -10
CC(Oc1ccc2c(-c3ccccc3)cc(=O)oc2c1)C(=O)N1CCC[C@@H]1C(N)=O (stereo partly specified) | -7 | -1 | 1 | 0.0 | 4 | -2.6 | 12 | -18 | 9
O=C(Nc1cccc(S(=O)(=O)Nc2ccccc2Cl)c1)c1ccc(N2CCCC2)c([N+](=O)[O-])c1 | -9 | 3 | 1 | -1.1 | 5 | -0.7 | 28 | -9 | -24
COc1cc(C(=O)N[C@@H](C)C(=O)NCc2ccco2)cc(OC)c1OC | -11 | -3 | 0 | 0.4 | -7 | -3.6 | 25 | 58 | -16
Cn1c(SCC(=O)Nc2ccc3cn[nH]c3c2)nnc1-c1cnccn1 | -13 | 5 | -2 | 0.0 | 2 | -2.1 | 4 | 3 | -3
CN(C)S(=O)(=O)N1CCC(Oc2cccc(C(=O)N3CCCCCCC3)c2)CC1 | -27 | 2 | -3 | 0.9 | 16 | 0.5 | 6 | 0 | -6
CCN(CC)C(=O)c1sc(NC(=O)c2ccc3c(c2)OCO3)c(C#N)c1C | -2 | -2 | 8 | -3.0 | -2 | -2.5 | 15 | 0 | 4
COc1ccc(C(=O)N2CCOCC2)cc1S(=O)(=O)N1CCCc2ccccc21 | -4 | 1 | 4 | -1.9 | 8 | -3.6 | 9 | 37 | -8
CCn1c(SCC(=O)NCc2ccccc2)nc2c(c1=O)SC(C)C2 (stereo unspecified) | 15 | 9 | 5 | 0.8 | -8 | -0.8 | 21 | 30 | -7
O=C(NCCc1nc2ccccc2[nH]1)Nc1ccccc1 | -8 | 4 | 3 | -4.0 | 6 | -4.7 | 2 | -7 | 3
CCOc1ccc(CCNC(=O)Cn2cccc2C(=O)c2ccccc2)cc1OCC | -4 | -8 | 4 | -0.4 | -1 | -2.0 | 18 | -5 | -15
CCN1C(c2ccccc2)=C(c2ccccc2)S/C1=C\C=C1/SC(=S)N(C)C1=O | -7 | 2 | -4 | -0.6 | -2 | -5.0 | . | . | .
CN(C)S(=O)(=O)N1CCC(CCCC2CCN(S(=O)(=O)N(C)C)CC2)CC1 | -1 | 1 | 7 | -1.2 | -3 | -4.3 | 8 | -3 | 10
CCOC(=O)CSc1nc2ccccc2c(=O)n1CC | -9 | 4 | 2 | -0.2 | 8 | 2.5 | 32 | 12 | -9
CC1CCCCC1NC(=O)c1ccc(N2CCCC2=O)cc1 (stereo unspecified) | -3 | -2 | 1 | -0.1 | -1 | 0.0 | -4 | -11 | -4
O=C(/C=C/c1ccccc1[N+](=O)[O-])NCc1ccncc1 | -6 | -3 | -5 | 0.0 | 5 | 0.7 | -7 | 20 | -9
COc1ccc(OC)c(S(=O)(=O)N2CCNCC2)c1 | -9 | 6 | 6 | -4.0 | 0 | -2.4 | . | 38 | -3
Cc1ccc(S(=O)(=O)N2CCC(=O)N(C(CO)Cc3ccccc3)CC2)cc1 (stereo unspecified) | 2 | 0 | 4 | -3.8 | 1 | -3.4 | 17 | 4 | 4
COc1ccc(C(=O)c2coc3ccc(OC(C)=O)cc23)cc1 | 8 | 5 | 4 | -1.9 | 4 | -3.8 | 15 | 33 | -3
O=C(O)c1ccnc(SCC(=O)c2ccccc2)c1 | -13 | 8 | 0 | -0.9 | 50* | -1.5 | 25 | 9 | -9
COC(=O)C(C)Sc1nc2c(cnn2-c2ccc(F)cc2)c(=O)[nH]1 (stereo unspecified) | 4 | 7 | 2 | -1.0 | -3 | -1.3 | 12 | 9 | 12
CC1CCN(CC(=O)Nc2ccc(S(=O)(=O)NC3CC3)cc2)CC1 | 7 | 2 | -2 | -0.8 | -10 | -0.8 | . | 14 | -6
CN(C)S(=O)(=O)c1cccc(NC(=O)COC(=O)C2(c3ccccc3F)CCCC2)c1 | 18 | 2 | -3 | 0.3 | -2 | -1.0 | 29 | 8 | -3
Continuation:
SMILES | GPR7 antagonist | IDE cell inh | IDE cell activ | VIM-2 inhibitor | M18AAP inhibitor | IMP-1 inh | NALP1 yeast inh | PHOSPHO1 inh | p-CIP stab down
COc1ccc(CC(=O)NC2CCCCCC2)c(OC)c1 | 1 | 4 | -1 | -2.8 | 5 | -2.9 | 8 | 22 | -28
O=C(NNC(=O)c1cc(-c2ccc(Cl)c(Cl)c2)nc2ccccc12)Nc1ccccc1 | -3 | -2 | 0 | 0.4 | 2 | -2.6 | -7 | 19 | 3
S=C(c1ccc(-c2ccc(Br)cc2)o1)N1CCOCC1 | -12 | 1 | . | -1.0 | 1 | -2.2 | . | 18 | 1
COc1ccc(NC(=O)Cc2c(SC)c3ccccc3n2Cc2ccccc2)cc1 | -4 | 0 | 4 | -1.5 | 10 | -2.2 | 25 | -12 | 5
CCOC(=O)C(C)Sc1nc2c(c(=O)[nH]c(=O)n2C)n1C/C=C(/C)Cl (stereo unspecified) | -6 | 1 | -2 | -0.5 | 37* | -2.3 | -20 | 65* | -8
COc1ccccc1NC(=O)c1ccc(NS(=O)(=O)c2cccc3cccnc23)cc1 | -4 | 1 | 5 | -2.7 | -9 | -4.4 | 25 | 1 | -22

Compounds were not picked by outcome; any-hit rate near 5.3%.
